PfHsp40 rescue: compounds rescuing yeast from Plasmodium falciparum HSP40 toxicity. 340,000 compounds, 0.68% hits. S. cerevisiae expressing PfHsp40, growth rescue, ATP luminescence. growth rescue, % at 12.5 µM. AID 504582; in the data active = growth rescue above about 28%, passing the limit was not always enough; inconclusive = no clear call, values can overlap the other calls;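 note: yeast W303a lacking pdr1 and pdr3 grown in galactose medium; growth measured after three days at 30 °C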
FadD28 binding: inhibitors of Mycobacterium tuberculosis FadD28 bisubstrate binding. FadD28 bisubstrate probe binding, fluorescence polarization. inhibition, % at 12.5 µM. 360,000 compounds, 0.22% hits. AID 588549; in the data active = inhibition above about 8.5%, passing the limit was not always enough; inconclusive = no clear call, values can overlap the other calls
BoNT A protease: BoNT A light chain protease inhibition; multiplex microsphere protease substrate cleavage, flow cytometry; inhibition, % at 10 µM; 360,000 compounds, 0.17% hits; AID 588499; note: plate controls were buffer without enzyme for full effect and enzyme alone for no effect
Mtb UGM inh: blocks M. tuberculosis UGM enzyme; P9WIQ1; purified UGM, fluorescence polarization probe displacement; AID 504406; 320,000 compounds, 0.06% hits; inhibition, % at 10 µM; in the data active = inhibition above about 10%, passing the limit was not always enough; inconclusive = no clear call, values can overlap the other calls
Anthrax LF inh2: inhibitors of Bacillus anthracis lethal factor protease; P15917; multiplex microsphere protease cleavage assay, LF; inhibition, % at 10 µM; 360,000 compounds, 0.12% hits; note: plate controls were buffer without enzyme for full effect and enzyme alone for no effect
Target sequence (P15917 whole entry, looked up): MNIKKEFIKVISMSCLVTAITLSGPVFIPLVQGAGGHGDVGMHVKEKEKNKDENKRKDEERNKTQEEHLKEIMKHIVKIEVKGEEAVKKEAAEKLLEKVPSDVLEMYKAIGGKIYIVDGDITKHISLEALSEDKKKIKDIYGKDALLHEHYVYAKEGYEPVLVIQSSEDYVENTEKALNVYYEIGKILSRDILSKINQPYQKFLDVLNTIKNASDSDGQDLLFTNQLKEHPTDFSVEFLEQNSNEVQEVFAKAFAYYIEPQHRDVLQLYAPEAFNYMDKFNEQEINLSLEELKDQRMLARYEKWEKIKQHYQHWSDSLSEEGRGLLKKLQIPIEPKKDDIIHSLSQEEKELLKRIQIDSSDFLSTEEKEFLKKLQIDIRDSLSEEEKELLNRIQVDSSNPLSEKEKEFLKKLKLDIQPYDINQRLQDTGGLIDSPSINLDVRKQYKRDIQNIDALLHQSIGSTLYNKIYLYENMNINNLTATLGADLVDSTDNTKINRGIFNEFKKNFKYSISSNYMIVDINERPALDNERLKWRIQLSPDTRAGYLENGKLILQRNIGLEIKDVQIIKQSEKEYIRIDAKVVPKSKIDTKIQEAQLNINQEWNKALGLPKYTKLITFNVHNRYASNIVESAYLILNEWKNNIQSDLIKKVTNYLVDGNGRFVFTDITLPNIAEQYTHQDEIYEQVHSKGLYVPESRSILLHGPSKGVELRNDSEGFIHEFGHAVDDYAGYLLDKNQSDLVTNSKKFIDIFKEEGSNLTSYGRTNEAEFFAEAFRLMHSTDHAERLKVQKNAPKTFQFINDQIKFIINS
GDH-TPI inh: counter-screen for M. tuberculosis FBA inhibitors: GDH-TPI coupled enzymes | inhibition, % at 4.8 µM | GDH-TPI coupled enzyme counterscreen, NADH absorbance | 360,000 compounds, 1.2% hits | AID 588335; in the data active = inhibition above about 30%;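 note: 0% = DMSO wells and 100% = wells lacking the enzyme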
BoNT F protease: inhibitors of Botulinum neurotoxin F light chain protease; inhibition, % at 10 µM; Multiplex microsphere protease cleavage assay, flow cytometry; 360,000 compounds, 0.22% hits; in the data active = inhibition above about 35%, passing the limit was not always enough; inconclusive = no clear call, values can overlap the other calls; note: plate controls were buffer without enzyme for full effect and enzyme alone for no effect
Mtb BioA inh: BioA (M. tuberculosis) enzyme inhibition; purified M. tuberculosis BioA enzyme, plate reader; inhibition, % at 9.99 µM; 360,000 compounds, 0.096% hits; in the data active = inhibition above about 40%; inconclusive = no clear call, values can overlap the other calls
FBA Mtb inh: Mtb fructose-bisphosphate aldolase inhibition | inhibition, % at 1 µM | 360,000 compounds, 2.3% hits | purified M. tuberculosis FBA, fluorescence read-out | P9WQA3; in the data active = inhibition above about 27%;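 note: 0% = vehicle and 100% = reference inhibitor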
Active calls of the source: *; ? = inconclusive; / = no result given; & = joins results of further samples. Cut-off read from the data, not from the text of the source, unless noted: active = inhibition above about 30%; inconclusive = no clear call, values can overlap the other calls; inactive = below that.

# | molecule | PfHsp40 rescue | FadD28 binding | BoNT A protease | Mtb UGM inh | Anthrax LF inh2
1 | CN(C)c1ccc(CNC(=O)C2CCN(S(=O)(=O)c3ccc4c(c3)oc(=O)n4C)CC2)cc1 | 0.0 | -3.1 | 0.8 | 0.2 | -1
2 | CCOC(=O)C1CCCN(C(=O)c2ccco2)C1 (configuration not stated) | -0.2 | 0.3 | 0.9 | -0.2 | 3
3 | O=C(CSCc1c(F)cccc1Cl)NCCc1ccccc1 | 0.8 | -1.5 | / | -1.3 | /
4 | C[C@H]1C(=O)N(C)CCN1Cc1cn(C)nc1-c1ccc(Oc2ccccc2)cc1 | 1.0 | -0.8 | 0.0 | 4.0 | -4
5 | CCC(=O)N1CCc2cc(S(=O)(=O)CCC(=O)NC3CCCCC3)ccc21 | -0.2 | -0.5 | -0.6 | -0.1 | -1
6 | C/C(=N\Nc1ccc(F)cc1F)c1ccc(Br)s1 | 0.3 | -0.8 | -0.4 | 0.2 | -3
7 | NC(=O)CCN1CCC(c2nc3ccccc3s2)CC1 | -0.3 | -0.7 | -1.5 | 0.1 | 0
8 | COc1ccc(C)cc1-n1nc2ccccc2n1 | 0.0 | -1.6 | -0.3 | -0.9 | 1
9 | C=CCn1c(SCC(=O)Nc2nccs2)nnc1-c1cc2cccc(OC)c2o1 | -1.3 | -0.9 | -0.1 | -1.1 | 2
10 | CNC(=O)c1cc(C(=O)c2ccc(C(F)(F)F)cc2F)c[nH]1 | 1.1 | -3.2 | -2.2 | 0.7 | -6
11 | CN(C)c1nc(SCC#N)nc(N2CCOCC2)n1 | -0.4 | -1.4 | 0.1 | 1.7 | 1
12 | CCCCOc1ccc(C(=O)N/C(=C/C=C/c2ccccc2)C(=O)NC)cc1 | 1.1 | -1.5 | -0.4 | 0.4 | -4
13 | CCn1c(SCC(=O)Nc2sc3c(c2C#N)CCC(C(C)(C)C)C3)nnc1-c1ccco1 (configuration not stated) | -1.1 | -1.9 | -0.1 | -0.3 | -1
14 | CCCNC(=O)NC(=O)CSc1nncs1 | -1.9 | -1.0 | -0.5 | 0.8 | -5
15 | Cc1cccn2cc(CCNC(=O)c3cccs3)nc12 | 0.4 | -2.6 | -0.3 | 1.4 | 0

# | GDH-TPI inh | BoNT F protease | Mtb BioA inh | FBA Mtb inh
1 | -2 | 4 | -0.5 | 1
2 | 2 | -1 | 0.0 | -1
3 | 19 | / | 10 | 3
4 | -4 | -10 | 2.8 | -2
5 | -3 | 2 | 0.6 | 2
6 | -5 | -5 | -0.9 | 0
7 | 1 | -2 | -1.0 | -1
8 | 5 | 1 | -1.0 | 3
9 | 20 | 0 | -0.8 | 5
10 | -2 | -11 | / | 2
11 | -11 | -5 | / | 0
12 | 33* | -1 | / | 0
13 | 8 | -17 | 1.4 | 0
14 | 7 | -1 | / | 3
15 | -9 | -1 | -1.4 | 5

Down the list, from the results shown.
PfHsp40 rescue, compounds 9 to 15, in order: -1.3, 1.1, -0.4, 1.1, -1.1, -1.9, 0.4

The main list resumes with the four entries that preceded the break.
# | molecule | PfHsp40 rescue | FadD28 binding | BoNT A protease | Mtb UGM inh | Anthrax LF inh2
12 | CCCCOc1ccc(C(=O)N/C(=C/C=C/c2ccccc2)C(=O)NC)cc1 | 1.1 | -1.5 | -0.4 | 0.4 | -4
13 | CCn1c(SCC(=O)Nc2sc3c(c2C#N)CCC(C(C)(C)C)C3)nnc1-c1ccco1 (configuration not stated) | -1.1 | -1.9 | -0.1 | -0.3 | -1
14 | CCCNC(=O)NC(=O)CSc1nncs1 | -1.9 | -1.0 | -0.5 | 0.8 | -5
15 | Cc1cccn2cc(CCNC(=O)c3cccs3)nc12 | 0.4 | -2.6 | -0.3 | 1.4 | 0
16 | Cc1ccc(CCNC(=O)CS(=O)Cc2nc(-c3ccccc3F)oc2C)cc1 (configuration not stated) | 0.3 | 1.3 | -2.0 | 1.4 | 0
17 | Cc1ccc(S(=O)(=O)N2C[C@@H]3[C@H]4CC[C@H](C4)[C@@H]3[C@@H](C)[C@@H]2c2ccn(Cc3ccccc3)c2)cc1 | 1.0 | 0.5 | -0.8 | / | 0
18 | CNC(=O)c1c(NC(=O)CCS(=O)(=O)c2ccc(Cl)cc2)sc2c1CCN(C(=O)OC)C2 | -1.0 | -4.6 | -2.4 | 1.2 | 8
19 | CCn1c(CN2c3ccccc3Sc3ccccc32)n[nH]c1=S | 2.5 | 0.2 | 0.6 | 0.8 | -4
20 | NC(=O)[C@@H]1CCCCNc2c(F)cc([N+](=O)[O-])cc2C(=O)N[C@@H](CCCN=C(N)N)C(=O)NCC(=O)N1 | -0.9 | -1.0 | 0.8 | 0.4 | -3
21 | CCOc1ccc(NC(=O)N(C2CCCCC2)C(C)c2ccncc2)cc1 (configuration not stated) | 0.9 | 0.3 | 0.4 | -1.3 | -2
22 | O=C(CN(c1cccc(C(F)(F)F)c1)S(=O)(=O)c1ccc(Cl)c([N+](=O)[O-])c1)NCc1ccccc1Cl | -1.2 | 0.0 | 0.2 | -0.2 | -1
23 | CCOC(=O)C1CCN(CC(=O)c2c(C)n(C)c3ccc(OC)cc23)CC1 | 0.6 | -1.7 | -2.3 | -1.6 | -11
24 | O=C(CSc1nnc(Cc2ccccc2)n1Cc1ccco1)NC12CC3CC(CC(C3)C1)C2 | 0.8 | -5.4 | ? | -1.7 | 0
25 | CCCCN(C(=O)CCCc1nc2ccccc2s1)c1c(N)n(CCCC)c(=O)[nH]c1=O | -0.8 | -0.6 | 3.0 | 0.5 | 1
26 | COc1ccc(C(=O)OCC(=O)Nc2sccc2C(N)=O)cc1[N+](=O)[O-] | -0.6 | -2.5 | / | -0.6 | /
27 | COc1ccc(CNC(=O)C(c2cccs2)N(Cc2ccco2)C(=O)Cc2cccs2)cc1 (configuration not stated) | -0.2 | -2.3 | 1.1 | -0.7 | -6
28 | CNS(=O)(=O)c1ccc2c(c1)[nH]c(=S)n2C | / | -1.5 | 0.4 | / | 0
29 | Cc1ccc(OCCNS(=O)(=O)c2ccc(Cl)cc2)cc1 | 0.2 | -5.0 | -0.5 | -2.7 | -1
30 | CC(C)(C)c1ccc(C(=S)N2CCN(c3ccccc3)CC2)cc1 | 4.8 | -1.0 | -0.3 | 2.4 | -2

# | GDH-TPI inh | BoNT F protease | Mtb BioA inh | FBA Mtb inh
12 | 33* | -1 | / | 0
13 | 8 | -17 | 1.4 | 0
14 | 7 | -1 | / | 3
15 | -9 | -1 | -1.4 | 5
16 | 2 | -2 | / | 2
17 | 5 | 4 | -0.9 | 0
18 | 1 | -1 | 1.2 | -4
19 | 0 | 3 | 2.9 | 4
20 | 11 | -20 | 0.1 | 3
21 | 8 | 9 | -1.9 | -2
22 | 8 | -5 | 4.4 | -5
23 | 1 | 39* | 8.4 | 2
24 | 5 | 2 | -1.8 | -6
25 | 6 | 14 | -3.6 | 1
26 | 8 | / | 0.1 | -1
27 | -4 | ? | -0.2 | 9
28 | 7 | 0 | 0.0 | 5
29 | -1 | 14 | -0.7 | -1
30 | 17 | 7 | 0.4 | -3

Next part
# | molecule | PfHsp40 rescue | FadD28 binding | BoNT A protease | Mtb UGM inh | Anthrax LF inh2
31 | Cc1ccc(C(C)NC(=O)c2cccs2)cc1C (configuration not stated) | -0.1 | -1.7 | -3.0 | 3.5 | -3
32 | CCCCOc1ccc(S(N)(=O)=O)cc1 | -3.0 | -2.6 | 1.6 | 0.3 | 8
33 | CC(C(=O)Nc1cccc(S(=O)(=O)N2CCOCC2)c1)N1CCN(C)CC1 (configuration not stated) | -0.8 | -1.2 | -1.5 | 0.2 | -6
34 | COc1ccc(N2CCN(C(=O)c3ccc(CS(=O)(=O)c4ccc(OC)cc4)o3)CC2)cc1 | 2.1 | -0.6 | 0.2 | -0.3 | -3
35 | CC(C)NC(=O)N(C)C[C@@H]1OCCCC[C@@H](C)Oc2ccc(NC(=O)Nc3ccc(F)cc3)cc2C(=O)N([C@H](C)CO)C[C@@H]1C | / | -1.9 | 1.5 | / | 0
36 | COc1cc(NS(=O)(=O)c2ccc(Nc3nc(-c4ccccc4)cs3)cc2)nc(OC)n1 | -0.1 | 4.8 | -0.3 | 2.7 | -2
37 | COc1ccc(C(=O)NCCSc2ccc(C)cc2)cc1 | 1.6 | -2.8 | -0.7 | 3.5 | -5
38 | Cc1onc(-c2ccccc2)c1-c1n[nH]c(=S)n1-c1ccc(C(=O)O)cc1 | -1.0 | -2.5 | -0.3 | -4.1 | -3
39 | O=C(NC1CC(=O)N(c2ccccc2)C1)C1CC1 (configuration not stated) | 0.4 | -1.7 | ? | -3.7 | -2
40 | CC(C)(C)c1nc2scc(-c3cccs3)c2c(=O)o1 | -0.3 | -4.3 | 0.2 | 4.5 | -3
41 | C[C@@H](C(=O)Nc1cccnc1)n1c(=O)[nH]c2ccccc2c1=O | -0.1 | -1.1 | 0.3 | -1.5 | 0
42 | CN(C)c1nc(N)c([N+](=O)[O-])c(N2CCCCCC2)n1 | -2.4 | / | -2.5 | 0.5 | -7
43 | Cc1ccccc1OCCC(=O)NCCc1ccc(S(N)(=O)=O)cc1 | -1.1 | -0.7 | -0.3 | -1.9 | -1
44 | O=C(NC1CC1)C1=C[C@H](C2CCCCC2)C[C@H](OCc2ccc(CO)cc2)O1 | -0.2 | -2.8 | -0.6 | 2.6 | -7
45 | O=C1OCCC1Sc1nnc(-c2cccc(Br)c2)o1 (configuration not stated) | -0.6 | -2.8 | 1.5 | -4.2 | -3

# | GDH-TPI inh | BoNT F protease | Mtb BioA inh | FBA Mtb inh
31 | 13 | ? | / | 0
32 | 5 | 27 | / | -4
33 | -1 | -3 | -2.4 | 1
34 | 2 | -1 | -0.9 | 0
35 | / | 6 | -1.9&-1.8 | 1
36 | 14 | 1 | / | -3
37 | -7 | -2 | -0.2 | 0
38 | -8 | -2 | -0.7 | 0
39 | -1 | 6 | -1.4 | 0
40 | -7 | -7 | 0.8 | 0
41 | -6 | 6 | 0.5 | 2
42 | 16 | 2 | -1.2 | -4
43 | 6 | 0 | / | 1
44 | 6 | 8 | -0.6 | -1
45 | -2 | 0 | 2.6 | 2

Further structures follow.
# | molecule | PfHsp40 rescue | FadD28 binding | BoNT A protease | Mtb UGM inh | Anthrax LF inh2
46 | CC(C)CC(=O)Nc1nc(-c2ccc(S(=O)(=O)N3CCOCC3)cc2)cs1 | -0.8 | -3.0 | 0.7 | / | -1
47 | Cc1ccc(NCC(=O)Nc2ccc(Br)cc2)cc1C | -2.4 | -5.1 | 0.6 | -0.6 | 4
48 | Cc1ccc(-c2cn3cccc(C)c3n2)cc1 | -0.4 | -0.5 | -0.1 | / | -8
49 | Cc1cc(C)c(S(=O)(=O)N(CC(=O)N2CCCC2)C2CCCCC2)c(C)c1 | 0.0 | 1.4 | 1.3 | -0.2 | 3
50 | CCn1c(C)c(C(=O)Nc2ccc(OC)cc2)c2cc(OC)ccc21 | -0.5 | -3.0 | -0.6 | -1.1 | 4
51 | CCOc1ccc(C(=O)COc2ccc(NC(C)=O)cc2)cc1 | 0.1 | -0.7 | -0.2 | 1.6 | -2
52 | CC1=NN(C(C#N)c2c(C)nn(Cc3ccccc3)c2C)C(C)(C)C1 (configuration not stated) | -1.9 | -2.7 | -0.9 | -1.3 | 0
53 | O=C(NNC(=S)NCc1ccc(Cl)cc1)c1ccc(Br)o1 | 3.4 | -0.7 | -0.6 | -2.2 | 1
54 | COc1ccccc1S(=O)(=O)N1CCNC(=O)C1 | -0.9 | -3.0 | 0.4 | 1.4 | -2
55 | COc1cc2c(C(=O)N3CCN(C)CC3)c(C)oc2cc1Br | 0.7 | -3.6 | -0.2 | 2.7 | 0

# | GDH-TPI inh | BoNT F protease | Mtb BioA inh | FBA Mtb inh
46 | -1 | 2 | -0.1 | 31*
47 | 7 | -9 | -0.3 | 0
48 | 3 | -1 | / | 27
49 | 1 | 2 | -1.5 | -2
50 | -8 | 4 | 0.1 | 0
51 | -2 | 5 | -3.2 | 2
52 | 6 | -6 | / | -2
53 | 3 | 1 | / | 0
54 | 7 | -5 | 0.3 | -1
55 | -13 | 0 | 1.6 | 2
